hERG WT inh: qHTS for Inhibitors of KCHN2 3.1: Wildtype qHTS. U2OS, BacMam KCNH2, thallium flux FluxOr; active compounds read low. activity change, % at 1.84 µM. 0.37% of 340,000 active. AID 720551, 2013;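 active = maximum activity change below -70%; inconclusive = maximum activity change between -70% and -50%; inactive = maximum activity change above -50%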; also: % is scaled to controls: 0 for no effect and ±100 for the full control effect
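U2OS cells transduced with wild-type KCNH2 virus are loaded with FluxOr dye for 45 min, and thallium flux is measured in kinetic reads before and after stimulation buffer. Rate constants are normalized to DMSO controls.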
MLL CXXC-DNA inh: qHTS Fluorescence Polarization Assay for Inhibitors of MLL CXXC domain - DNA interaction. 0.037% of 290,000 active. AID 2662, 2010. Histone-lysine N-methyltransferase 2A (Homo sapiens), Q03164. Potency, µM (doses to about 115 µM), for inactives: at the top dose activity change, negative = inhibition, actives largely listed as inhibitors. MLL-CXXC / FITC-HOXA9 DNA fluorescence polarization; active = well fitted inhibition curve with a large enough effect in the polarisation, with a control signal flat, not every such curve was filed as active; inconclusive = small, poorly fitted or top-dose-only effect, or effect the other way, or a change in a side signal; inactive = no such curve, though single readings can be large or run the other way; the % refers to the polarisation; also: potency is read from the fitted curve at half-maximal effect
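Purified MLL-CXXC (added from a 7 uM solution) was preincubated 5 min at ambient with pinned compounds in 50 mM Tris-HCl pH 7.5, 50 mM NaCl, 1 mM DTT, 0.05% BSA. Fluorescein-labeled HOX-A9 DNA (50 nM solution) followed, 30 min, then polarization read.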
Tb PFK block: qHTS Assay to Find Inhibitors of T. brucei phosphofructokinase | ATP-dependent 6-phosphofructokinase (Trypanosoma brucei brucei), O15648 | T. brucei PFK, ADP-Glo luminescence | Potency, µM (doses to about 57.5 µM), without a hit: at the highest dose activity, negative = inhibition, hits mostly inhibitors | 0.17% of 330,000 active;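 also: potency is read from the fitted curve at half-maximal effect; 0% = uninhibited 1x PFK enzyme wells and -100% = no-enzyme wells; nearly all actives have a fitted effect of over 60% in size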
Target sequence (O15648 whole entry, looked up): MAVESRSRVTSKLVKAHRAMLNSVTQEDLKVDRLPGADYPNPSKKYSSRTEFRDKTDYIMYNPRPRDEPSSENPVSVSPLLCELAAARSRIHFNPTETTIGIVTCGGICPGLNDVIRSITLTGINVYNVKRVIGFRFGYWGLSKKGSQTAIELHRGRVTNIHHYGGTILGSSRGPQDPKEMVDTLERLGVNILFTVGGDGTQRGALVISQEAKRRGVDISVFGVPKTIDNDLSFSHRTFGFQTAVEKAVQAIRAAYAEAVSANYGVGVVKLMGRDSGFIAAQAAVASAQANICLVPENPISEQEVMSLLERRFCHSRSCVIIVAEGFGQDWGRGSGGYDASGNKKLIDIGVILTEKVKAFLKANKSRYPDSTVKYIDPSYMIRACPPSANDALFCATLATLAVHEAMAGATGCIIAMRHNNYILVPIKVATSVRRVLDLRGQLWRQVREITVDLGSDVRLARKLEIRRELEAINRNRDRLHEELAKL
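Activity is normalized to no-enzyme wells (full inhibition) and 1.25 nM enzyme wells (no inhibition). Reaction: 0.5 mM F6P, 0.1 mM ATP, 45 min RT, ADP-Glo luminescence; concentration-response curves fitted and classed by quality.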
GALK inh: qHTS Assay for Inhibitors of Human Galactokinase (GALK); Purified GALK, Kinase-Glo residual ATP luminescence; AID 1868, 2009; Potency, µM (highest dose often 57.5 µM), without a hit: top-dose activity change, negative = inhibition, actives largely listed as inhibitors; 0.007% of 270,000 active; also: potency is read from the fitted curve at half-maximal effect; % is scaled to controls: 0 for no effect and ±100 for the full control effect
Target sequence (P51570 whole entry, looked up): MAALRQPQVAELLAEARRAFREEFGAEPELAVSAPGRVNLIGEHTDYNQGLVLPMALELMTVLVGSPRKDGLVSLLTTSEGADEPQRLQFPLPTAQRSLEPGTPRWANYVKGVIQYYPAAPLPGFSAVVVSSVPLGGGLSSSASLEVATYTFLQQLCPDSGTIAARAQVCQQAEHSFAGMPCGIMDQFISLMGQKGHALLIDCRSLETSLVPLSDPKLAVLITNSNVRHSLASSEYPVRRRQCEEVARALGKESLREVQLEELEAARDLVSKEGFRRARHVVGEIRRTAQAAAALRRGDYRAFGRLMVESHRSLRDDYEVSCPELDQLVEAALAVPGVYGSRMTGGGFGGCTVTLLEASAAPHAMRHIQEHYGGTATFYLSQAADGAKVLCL
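Human GALK (5 nM) with 35 uM ATP and 100 uM galactose in 20 mM HEPES pH 8.0, 5 mM MgCl2, 60 mM NaCl, 1 mM DTT, 0.01% BSA. After 1 h at room temperature, leftover ATP was read by Kinase-Glo Plus luminescence.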
Giardia kill: Small Molecules that selectively kill Giardia lamblia: qHTS | Giardia lamblia trophozoite viability | AID 540267, 2011 | activity change, % at 7.66 µM, hits read low | 0.15% of 340,000 active; in the data active = activity change below about -80%; inconclusive = between about -30% and that limit;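 also: parasites exposed to compound for two days anaerobically before the ATP read; % is scaled to controls: 0 for no effect and ±100 for the full control effect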
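Giardia trophozoites, 100 cells per well, were exposed to compounds for 48 hrs at 37 deg C under anaerobic conditions; viability was then read as ATP content by bioluminescence after 15-30 min at room temperature.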
BCR signal inh: qHTS Assay to Find Inhibitors of Chronic Active B-Cell Receptor Signaling. Potency, µM (series often up to 46.1 µM), without a hit: top-dose ratio change, negative = lower green/red ratio, usual class: inhibitors. ABC-DLBCL IkBa-CBG/CBR reporter, luminescence ratio, 4 h. 0.05% of 340,000 active; active = well fitted inhibition curve with a large enough effect in the signal ratio, with a control signal flat, not every such curve was filed as active; inconclusive = small, poorly fitted or top-dose-only effect, or effect the other way, or a change in a side signal; the % refers to the signal ratio;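 also: potency is read from the fitted curve at half-maximal effect; plate controls were basal doxycycline-induced cells for no effect and cells given 10 µM MG132 for full effect; MG132 reads +100%, hits lower the ratio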
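TMD8 human ABC-DLBCL cells with doxycycline-inducible IκBα–green luciferase fusion and unfused red luciferase, in 0.5% FBS medium; compounds up to 46 uM, 4 h at 37C. Green/red luminescence ratio, filter-overlap corrected, fitted to concentration-response curves.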
Coupling enz: qHTS Assay for Inhibitors of Fructose-1,6-bisphosphate Aldolase from Giardia Lamblia: Coupling assay counterscreen. coupling enzyme system counterscreen, AmpLite Red fluorescence. activity change, negative = inhibition, % at 58.2 µM, hits read low. 0.67% of 290,000 active. AID 2472, 2010; in the data active = activity change below about -30%; also: % is scaled to controls: 0 for no effect and ±100 for the full control effect
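Counterscreen of the coupled detection system alone, without aldolase: glyceraldehyde-3-phosphate coupling enzymes plus AmpLite Red readout. Compounds at 57.5 uM final, 10 min RT preincubation, 20 min RT reaction, fluorescence 525/598 nm.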
TCR activator: Activators of T cell receptors: qHTS campaign; AID 504894, 2011; 330,000 tested, under 10 active; Potency, µM (titrated, usually from 9.22 µM), without a hit: at the top dose activation of IL-2 secretion, usual class: activators; primary human leukocytes, anti-CD3, IL-2 HTRF, 48 h; also: % of control where 0% means no effect
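IL-2 produced over 48 hr by a-CD3 bead-stimulated primary human leukocytes exposed to compounds was detected with a homogeneous time-resolved FRET immunoassay, 665nm acceptor signal after 320nm excitation.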
A-T KAP1 phos: qHTS Assay for Identifying a Potential Treatment of Ataxia-Telangiectasia; […] A-T fibroblasts, KAP-1 phosphorylation AlphaLISA; neocarzinostatin DNA damage 30 min before lysis; AID 485349, 2010; 0.19% of 320,000 active; Potency, µM (titrated, usually from 57.5 µM), for inactives: top-dose activation, actives largely listed as activators; also: potency is read from the fitted curve at half-maximal effect; % of control where 0% means no effect; nearly all actives have a fitted effect of over 45% in size
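ATM-like activity read as KAP-1 phosphorylation via AlphaLISA donor/acceptor antibody pairs after lysis and 6 hr at 25C. Cells were ATM-null patient fibroblasts ([…], hTERT), dosed 60 min, then exposed to the DSB inducer NCS for 30 min.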
TSHR antagonist: Antagonists of the Thyroid Stimulating Hormone Receptor: HTS campaign; Thyrotropin receptor (Homo sapiens), P16473; 0.2% of 330,000 active; TSHR-expressing cells, TSH-stimulated cAMP HTRF, 2 h; active compounds read low; activity change, negative = inhibition, % at 11.5 µM;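 active = activity change below a set negative limit, meaning inhibition stronger than a set level, cut at about -70% in these data; inconclusive = activity change between two set negative limits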; also: % is scaled to controls: 0 for no effect and ±100 for the full control effect
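TSHR-expressing cells were treated with compounds, then stimulated with TSH at EC80 (4nM final) for 2 hours at 37 deg C. Cellular cAMP was measured by HTRF competition between lysate cAMP and cAMP-d2 for a cryptate-labelled anti-cAMP antibody.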
Starred values were filed as active, the others as inactive; u = inconclusive; x = not tested or not shown; [ ] = remark or other dose. Unless noted, calls follow the shape of the dose curve; as a rule, active = well fitted curve in the direction sought with a large enough effect; inconclusive = small, poorly fitted or top-dose-only effect, or another doubt; inactive = no such curve, though single readings can be large; an effect the other way counts as inactive or inconclusive.

SMILES | hERG WT inh | MLL CXXC-DNA inh | Tb PFK block | GALK inh | Giardia kill | BCR signal inh | Coupling enz | TCR activator | A-T KAP1 phos | TSHR antagonist
O=C(CC1SC(=Nc2ccccc2)N(CCCCO)C1=O)NCc1ccccc1 (stereo not drawn) | -2 | -1% | -3% | -2% | -16 | -3% | 0 | 7% | -3% | -4
CCOc1ccc(C(=O)N2CCN(c3cccc(C)c3C)CC2)cc1 | 10 | 0% | x | 0% | 8 | x | 1 | -2% | x | x
CCc1ccccc1NC(=O)CNCC(=O)Nc1ccccc1CC | -4 | 2% | -6% | -1% | -3 | 2% | 0 | -4% | -2% | -2
Cc1ccc(C(=O)NCC(C)(C)O)cc1 | -7 | -14% | 1% | -4% | -2 | 6% | 3 | 8%[46.1 µM] | 3% | 9
COC(=O)CCCCCCCCC(O)C[N+]1(C)CCOCC1 (stereo not drawn) | -5 | 2% | 1% | 2% | 8 | 0% | 0 | -8% | -19% | -1
COc1ccc(C)cc1NC(=O)C(Sc1nnc2ccccn12)c1ccccc1 (stereo not drawn) | 8 | 14% | -2% | 1% | 3 | -6% | 0 | 0%[46.1 µM] | 8% | -3
O=C1c2cccc3cc([N+](=O)[O-])cc(c23)C(=O)N1/N=C/c1ccc(O)cc1O | -12 | -8% | -5% | -3% | u | u | -3 | 1% | -13% | -1
COCC(=O)Nc1nc2n(n1)C(c1ccc(Cl)cc1)CC(c1ccc(OC)cc1)N2 (stereo not drawn) | -18 | -1% | -2% | 1% | 6 | 0% | 7 | 5% | 21% | -5
CSCC[C@H](NC(=O)[C@@H]1Cc2ccccc2CN1)C(=O)Nc1ccc2c(c1)OCCO2 | 8 | -3% | 3% | 4% | -9 | u | 1 | 5% | -2% | -8
COc1ccc(N=Cc2c(O)c3ccccc3n2C(C)=O)cc1 | -15 | u | 14% | -1% | -9 | u | -16 | -6% | -5% | -5
COCCNC(=S)NNc1ccccc1[N+](=O)[O-] | 1 | 4% | -7% | -1% | 5 | 2% | -2 | -7% | -4% | 9
Cc1nn(CC2CC2)c(=O)n1N(C)c1ncc(C(F)(F)F)cc1Cl | -1 | 2% | -4% | 1% | 7 | 7% | 2 | -3% | 4% | -2
CC(O)CNc1nc2c(c(=O)n(C)c(=O)n2C)n1Cc1cccc(C(F)(F)F)c1 (stereo not drawn) | -9 | 2% | -17% | 2% | 6 | 1% | 0 | -7% | -1% | -11
CCS(=O)(=O)N1CCCC(C(=O)NCc2ccccc2Cl)C1 (stereo not drawn) | 2 | 7% | 9% | -1% | 11 | u | 2 | -6% | 7% | 8
Cc1cnc(C(=O)OCC(=O)NC2CCCC(C)C2C)cn1 (stereo not drawn) | -4 | 5% | -4% | -1% | -25 | 5% | 0 | -1% | -2% | -13
Cc1ccccc1CN(CC1CCC(C(=O)O)CC1)C(=S)Nc1ccccc1F (stereo not drawn) | -5 | -1% | -2% | -1% | 1 | -12% | -3 | 1% | 5% | 12
Cc1cccn2c(=O)c(C=O)c(N3CCN(C)CC3)nc12 | -5 | -1% | 4% | 0% | 13 | 3% | -2 | x | 4% | -1
O=C(Nc1nccs1)c1ccc(COc2ccccc2Cl)o1 | -15 | 4% | 1% | -1% | -7 | u | -3 | -6% | 4% | -25
Cc1nnc(SCC(=O)Nc2cccc(Br)c2)s1 | -5 | x | 1% | x | -1 | -1% | x | 8% | 3% | -13
O=C(COc1cc(F)ccc1[N+](=O)[O-])Nc1ccc(N2CCCCC2)cc1 | 3 | x | -1% | x | -4 | -1% | x | 2% | 3% | -6

Continued (2 carried over from the part before).
SMILES | hERG WT inh | MLL CXXC-DNA inh | Tb PFK block | GALK inh | Giardia kill | BCR signal inh | Coupling enz | TCR activator | A-T KAP1 phos | TSHR antagonist
Cc1nnc(SCC(=O)Nc2cccc(Br)c2)s1 | -5 | x | 1% | x | -1 | -1% | x | 8% | 3% | -13
O=C(COc1cc(F)ccc1[N+](=O)[O-])Nc1ccc(N2CCCCC2)cc1 | 3 | x | -1% | x | -4 | -1% | x | 2% | 3% | -6
CC(C)(C)c1ccc(-n2nc(C#N)c(Cl)cc2=O)cc1 | -39 | -7% | -7% | -11% | 1 | u | 0 | -3% | -7% | -80*
CC(=O)c1ccccc1NC(=O)C1CC(=O)N(c2ccc3c(c2)OCCO3)C1 (stereo not drawn) | -2 | x | 0% | x | -15 | u | x | 2% | 0% | -24
CCN(C(=O)CSc1ncnc2c1cnn2-c1ccccc1)C1CCS(=O)(=O)C1 (stereo not drawn) | 5 | x | 5% | x | 13 | 2% | x | 0% | -8% | -4
COC(=O)c1ccc(/C=N/NC(=O)c2cccc(F)c2)cc1 | 7 | u | u | -1% | -5 | u | 0 | 3% | -5% | 10
C=CC[C@@H](CC(=O)N[C@H](CO)Cc1ccccc1)C(=O)N[C@@H](COC(=O)[C@@H](CC=C)CC(=O)OC(C)(C)C)Cc1ccccc1 | -4 | x | 1% | x | 10 | 0% | x | -2% | 7% | -12
CN(C)S(=O)(=O)N1CCC(Oc2ccc(C(=O)NCC(C)(C)CO)cc2)CC1 | 4 | -6% | -8% | 2% | 4 | u | -2 | -5% | -1% | 15
CCOC(=O)CCNC(=O)N1CCCC(N(C)CCc2ccccc2)C1 (stereo not drawn) | 32 | 3% | 2% | 0% | 13 | -1% | 1 | -2% | 3% | 6
CCc1cccc(NC(=O)Cc2ccc([N+](=O)[O-])cc2)c1 | 0 | 6% | -7% | 0% | -1 | u | 1 | 0%[46.1 µM] | 2% | 0
Cc1ccc(-c2nc(N)sc2CC(=O)OCC(=O)NCCC(C)C)cc1 | 2 | 6% | -4% | 0% | 42[activator] | u | 4 | 3%[46.1 µM] | -2% | 28
COc1ccc(-c2nn(-c3ccccc3C)cc2CNCc2cccnc2)cc1F | -1 | -9% | 3% | -2% | -4 | -10% | -1 | -6% | 5% | -3
COCCn1c(C)cc(C(=O)CSc2nc3ccccc3s2)c1C | 12 | 4% | 0% | 1% | -14 | u | -12 | 0%[46.1 µM] | x | -3
Cn1nc(C(=O)N2CCN(c3ccc(Cl)cc3)CC2)c2c1-c1ccccc1S(=O)(=O)C2 | 0 | -1% | -1% | 4% | 4 | -8% | x | 1% | -2% | -7
CCOc1ccccc1C(=O)Nc1cc(Cl)ccc1O | 9 | 10% | -13% | -1% | 1 | u | -9 | -1% | 10% | 5
C=CCn1c(SCC(=O)NC(=O)NCc2ccco2)nc2sc(CC)cc2c1=O | -1 | 2% | u | 8% | -23 | -4% | 1 | x | 1% | -3
CN1CCCN(C(=O)C2CCC(C(=O)N3CCCN(C)CC3)CC2)CC1 (stereo not drawn) | -8 | 3% | 19% | 7% | 1 | 1% | 0 | -4% | -8% | 10
CC1Cc2cc(S(=O)(=O)N3CCCC(C(=O)N4CCCCC4)C3)ccc2N1C(=O)C1CC1 (stereo not drawn) | -26 | 0% | -1% | -1% | 24 | -1% | 2 | 11% | 0% | 4

Compounds listed so far that contain two or more sulfur atoms (four):
SMILES | hERG WT inh | MLL CXXC-DNA inh | Tb PFK block | GALK inh | Giardia kill | BCR signal inh | Coupling enz | TCR activator | A-T KAP1 phos | TSHR antagonist
Cc1nnc(SCC(=O)Nc2cccc(Br)c2)s1 | -5 | x | 1% | x | -1 | -1% | x | 8% | 3% | -13
CCN(C(=O)CSc1ncnc2c1cnn2-c1ccccc1)C1CCS(=O)(=O)C1 (stereo not drawn) | 5 | x | 5% | x | 13 | 2% | x | 0% | -8% | -4
COCCn1c(C)cc(C(=O)CSc2nc3ccccc3s2)c1C | 12 | 4% | 0% | 1% | -14 | u | -12 | 0%[46.1 µM] | x | -3
C=CCn1c(SCC(=O)NC(=O)NCc2ccco2)nc2sc(CC)cc2c1=O | -1 | 2% | u | 8% | -23 | -4% | 1 | x | 1% | -3
